Screens (PubChem)
Thrombin inh = blocks human thrombin protease activity. alpha-thrombin, Boc-VPR-AMC fluorogenic substrate cleavage. 0.26% of 220,000 active. inhibition, % at 5 µM;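 active = inhibition at or above 40%; inactive = inhibition below 40%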;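 also: 0% = enzyme with no compound and 100% = wells without enzyme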
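Material: human alpha-thrombin enzyme / Medium: pH 7.5 Tris (50 mM) with NaCl 150 mM, Tween 20 0.05% / Compound: single-point dosing at 5 µM, 0.2% DMSO / Incubation: enzyme reaction carried out at room temperature / Detection: AMC fluorescence, 355/460 nm / Read-out basis: percent inhibition scaled between no-compound controls and no-enzyme blanks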
Cl transport mod = modulates chloride dependent transport by human KCC2; Q9H2X9; KCC2 cells, thallium flux FluoZin-2 fluorescence; B-score of Tl+ flux slope (higher = more flux/activation; lower = inhibition) at 10 µM; 2.2% of 190,000 active;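 active = thallium flux slope and its plate-corrected score both differing from the plate sample mean at a set confidence after two filtering rounds, in either direction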;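 also: slope of fluorescence scaled to starting intensity during 10 to 20 s after thallium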
Target sequence (Q9H2X9 whole entry, looked up): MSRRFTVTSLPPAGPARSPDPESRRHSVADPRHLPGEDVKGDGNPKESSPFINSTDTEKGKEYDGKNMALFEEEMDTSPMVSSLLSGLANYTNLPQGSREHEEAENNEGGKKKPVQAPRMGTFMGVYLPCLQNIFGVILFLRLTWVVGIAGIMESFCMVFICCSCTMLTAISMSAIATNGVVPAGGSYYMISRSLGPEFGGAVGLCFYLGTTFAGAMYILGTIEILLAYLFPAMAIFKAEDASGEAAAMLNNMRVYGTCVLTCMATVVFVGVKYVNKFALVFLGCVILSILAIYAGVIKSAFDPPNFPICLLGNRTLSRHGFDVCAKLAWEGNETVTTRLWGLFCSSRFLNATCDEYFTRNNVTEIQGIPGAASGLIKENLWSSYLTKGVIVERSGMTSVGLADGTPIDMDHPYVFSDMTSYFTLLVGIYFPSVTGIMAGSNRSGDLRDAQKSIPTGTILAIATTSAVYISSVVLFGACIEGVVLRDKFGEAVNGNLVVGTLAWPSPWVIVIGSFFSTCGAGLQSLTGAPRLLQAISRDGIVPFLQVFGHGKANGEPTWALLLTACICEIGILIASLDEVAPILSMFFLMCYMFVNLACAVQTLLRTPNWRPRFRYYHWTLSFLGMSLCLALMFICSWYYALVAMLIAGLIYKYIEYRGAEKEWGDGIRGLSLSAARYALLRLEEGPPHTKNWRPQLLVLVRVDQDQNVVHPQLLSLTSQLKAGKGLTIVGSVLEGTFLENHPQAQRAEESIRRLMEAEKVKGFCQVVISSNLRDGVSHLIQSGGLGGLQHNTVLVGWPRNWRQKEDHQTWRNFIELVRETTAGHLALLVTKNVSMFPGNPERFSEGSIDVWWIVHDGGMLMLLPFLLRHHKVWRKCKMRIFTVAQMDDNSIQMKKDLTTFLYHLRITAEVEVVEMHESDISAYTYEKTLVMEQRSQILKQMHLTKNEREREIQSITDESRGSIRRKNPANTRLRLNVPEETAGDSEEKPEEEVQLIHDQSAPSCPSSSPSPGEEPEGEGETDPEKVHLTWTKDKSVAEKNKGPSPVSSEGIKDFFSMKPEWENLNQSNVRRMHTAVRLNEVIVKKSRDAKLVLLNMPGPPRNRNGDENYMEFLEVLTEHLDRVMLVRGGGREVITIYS
Rad51 HR inh = blocks human Rad51 in homologous recombination | hRad51 DNA strand exchange, fluorescence dequenching | inhibition, % at 10 µM | Q06609 | AID 1385 | 0.085% of 200,000 active;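 active = inhibition above 40% at the single screening dose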;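 also: 0% = DMSO control wells and 100% = blanks with heterologous ssDNA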
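Read-out basis: percent inhibition relative to plate controls and blanks / Assay system: human Rad51 nucleoprotein filaments preassembled on unlabelled ssDNA / Timing: filaments 15 min 37 °C, then compound 30 min / Control set: per-plate controls and blanks / Technique: fluorescence dequenching at 485/520 nm / Compound: 10 µM final, single point / Also added: Fluorescein- and BHQ1-tagged 47-mer duplex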
Furin inhibitor = human furin inhibition. P09958. purified furin, fluorogenic substrate cleavage. inhibition, % at 30 µM. 0.061% of 220,000 active; in the data active = inhibition above about 25%; also: inactives centre near -15
KLK5 inh = kallikrein 5 (human) inhibition. recombinant hK5, fluorogenic AMC substrate cleavage. inhibition, % at 5 µM. 0.59% of 210,000 active. AID 873;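 active = inhibition of 40% or more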;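 also: 0% = enzyme controls without compound and 100% = no-enzyme blanks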
Calpain2 inh = inhibitors of pig calpain II; 0.37% of 220,000 active; purified calpain II, fluorogenic peptide substrate, 30 min; inhibition, % at 16 µM;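 active = inhibition above about 50%, limit read from the data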
FXIa inh 1536 = blocks human coagulation factor XIa protease activity; inhibition, % at 5 µM; purified FXIa, Boc-Glu-Ala-Arg-AMC fluorogenic substrate; P03951; AID 798; 0.14% of 220,000 active;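 active = inhibition of at least 40%; inactive = inhibition below 40%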;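 also: fluorescence of freed AMC excited at 355 nm; 0% = enzyme without compound and 100% = no enzyme blank; many of its hits are not listed in these tables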
FXIIa inh = inhibitors of human coagulation factor XIIa; 0.3% of 220,000 active; inhibition, % at 5 µM; purified FXIIa, Boc-QGR-AMC fluorogenic substrate, 2 h; in the data active = inhibition above about 40%;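 also: 0% = enzyme with no compound and 100% = blank without enzyme; many of its hits are not listed in these tables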
PERK inh = inhibitors of human PERK kinase. AID 1416. Q9NZJ5. CHO PERK-DD fusion, SEAP luminescence translation reporter. inhibition, % at 5.6 µM. 0.17% of 220,000 active;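 active = inhibition above the mean inhibition of all tested compounds plus 3 SD, set separately per screening campaign, cut at about 2.9% in these data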;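 also: PERK kinase domain activated by AP20187 dimerizer at 100 nM; 0% = DMSO with dimerizer and 100% = rapamycin at 8.4 µM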
The depositor's hits bear a star; x = no result given; [ ] = another dose, or the depositor's remark.

SMILES | Thrombin inh | Cl transport mod | Rad51 HR inh | Furin inhibitor | KLK5 inh | Calpain2 inh | FXIa inh 1536 | FXIIa inh | PERK inh
CS(=O)(=O)N(CCC#N)Cc1ccc(C=O)o1 | -4 | 1.4 | 3 | -11 | -5 | -22 | -3 | 2 | 0.2
Nc1cccc2cnccc12 | 2 | 0.34 | -1 | -16 | -7 | -18 | 6 | 13 | 1.1
CC1(C)S[C@@H]2[C@H](NC(=O)Cc3ccccc3)C(=O)N2[C@H]1C(=O)O | 1 | 1.5 | 0 | -12 | -7 | 11 | 6 | 12 | 1.7
CN(C)c1ccc(CNc2ncc(Br)cc2Br)cc1 | 0 | 0.5 | -10 | -8[20 µM] | -5 | 2 | 5 | 18 | 1.0
O=C(O)c1ccccc1-c1ccccc1C(=O)Nc1ccc(-c2nc3cc(Cl)ccc3o2)cc1 | -4 | -3.7* | -8 | -10 | 2 | 22 | 5 | 9 | 1.4
CC1=C(C#N)C(c2ccc3ncccc3c2)C(C#N)=C(C)N1 | -10 | 0.95 | 3 | 8[20 µM] | -29 | -23 | -2 | -7 | 0.4
O=C(CSc1nnc2ccccn12)NNC(=O)c1ccccc1 | -10 | -0.012 | 6 | -9 | -5 | -24 | -6 | 6 | 0.6
Cc1ccc(Cn2c(O)c(N=NC(=S)Nc3ccccc3F)c3cc(S(=O)(=O)N4CCOCC4)ccc32)cc1 | 2 | 6.7 | -37 | -1 | 95* | -109 | 50* | 37 | -0.6
CCOC(=O)c1cn[nH]c1NC(=S)Nc1ccc(Cl)cc1 | -1 | -0.3 | 2 | -27 | -10 | -4 | 5 | 7 | 1.0
COc1ccc(C2C(C(=O)OC(C)C)=C(C)N=c3s/c(=C\c4cccs4)c(=O)n32)cc1 (centres undefined) | -5 | -2.1 | 2 | -8[20 µM] | 1 | 1 | 3 | 9 | -0.3
Cc1ccc(SCC(=O)NCc2ccc(F)cc2)cc1 | -1 | -0.095 | 31 | -16 | -2 | 2 | 0 | 5 | 1.6
COc1cc(CNCCO)cc(Br)c1OCc1ccccc1 | x | -2.1 | 3 | -16 | 2 | 42 | 5 | 10 | -0.6
CC(C)(C)c1ccc(OCCCC(=O)Nc2ccc(S(N)(=O)=O)cc2)cc1 | -1 | 1.3 | x | -11 | x | 36 | -1 | 5 | 2.7
CC(C)n1nnnc1SCC(=O)Nc1ccc2c(c1)OCO2 | 4 | 0.16 | -3 | -14[20 µM] | -9 | -22 | 10 | 19 | 1.6
Cc1ccccc1NC(=O)c1ccc(S(=O)(=O)C(F)F)cc1 | -7 | 0.17 | x | -14 | -29 | 12 | 4 | 6 | 0.8
COc1cccc(NC(=O)CSc2ccccn2)c1 | -5 | 0.97 | -9 | -13 | 0 | 29 | 4 | 9 | 0.5
Cc1n[nH]c(=O)nc1N/N=C/c1ccc(O)c([N+](=O)[O-])c1 | -1 | -1.2 | 6 | -17 | 0 | 26 | 8 | 10 | 0.7
COc1ccc2c(c1)OC(O)(C(F)(F)C(F)F)CC2=O (centres undefined) | -4 | x | 8 | -16 | -7 | 3 | -8 | -7 | -0.6
CC(=NCCc1c(C)[nH]c2ccc(C)cc12)C1=C(O)CC(c2ccccc2)CC1=O (centres undefined) | 1 | 0.023 | 0 | 0 | -19 | -9 | 6 | -58 | -0.9
O=C1C=C(c2ccc(Cl)cc2)OC2(CCCC2)O1 | -4 | -0.96 | -1 | 29*[20 µM] | 11 | -5 | -2 | 13 | 0.7
Cc1nn(C)c(C)c1Nc1ccc(N2C(=O)C3CC=CCC3C2=O)cc1[N+](=O)[O-] (centres undefined) | -5 | 0.34 | x | -14 | x | 29 | -4 | 2 | 0.7
Cc1ccc(NC(=O)c2cc(=O)n(Cc3ccccc3)c(=O)[nH]2)cc1C | -8 | -0.038 | 11 | -17 | 1 | 26 | -2 | 3 | 0.3
Cc1ccc(C)c(N2C(=O)CC(N3CCN(Cc4ccc5c(c4)OCO5)CC3)C2=O)c1 (centres undefined) | -8 | x | 7 | -11 | 3 | -5 | 1 | 1 | 0.3
COc1ccc(S(=O)(=O)Nc2cc3c4c(oc3c3ccccc23)CC(C)(C)CC4=O)cc1 | 24 | 1.2 | 7 | -32[20 µM] | 48* | -104 | 3 | -5 | -0.5
Cc1cc(C)c2c(=O)n(CC(=O)Nc3ccc(Br)c(C)c3)sc2n1 | -4 | 0.017 | x | -9 | -2 | 0 | 2 | 6 | 0.8
Cc1ccc(S(=O)(=O)N(C)C)cc1NC(=O)COc1ccc(-c2nnco2)cc1 | -5 | 0.37 | -19 | -11 | -4 | -6 | -2 | 6 | 0.0
COC(=O)C1CC(c2ccc(Cl)cc2)=NO1 (centres undefined) | 5 | 0.21 | 21 | -17 | -5 | -3 | -2 | 12 | 0.8
O=C(Cn1c(CO)nc2ccccc21)Nc1cc(C(F)(F)F)ccc1N1CCOCC1 | 4 | x | -11 | -23 | -20 | -32 | -8 | 13 | 0.1
C/C(=N\NC(=O)c1ccc(O)cc1)c1cc2ccccc2o1 | -8 | -2.5 | 9 | -8 | -8 | 8 | -3 | 2 | 0.3
FC(F)(F)c1cc(C(F)(F)F)n2nc(-c3sccc3-n3cccc3)cc2n1 | -4 | 0.3 | 0 | -20[20 µM] | -12 | -46 | 3 | 9 | 0.1
Fc1ccc(-c2csc(N3CCOCC3)n2)cc1 | 0 | -1.6 | 6 | -17 | 3 | 13 | -6 | 10 | 1.7
O=C(/C=C\c1ccco1)Nc1nc(-c2ccc3ccccc3c2)cs1 | -1 | 0.0048 | -4 | -16 | 2 | -3 | 9 | 9 | 0.9
COCCN1CCN(Cc2cn(C)nc2-c2ccc(Oc3ccccc3)cc2)CC1 | 4 | -0.25 | 3 | -16 | 0 | 1 | 1 | 11 | -2.3
COc1ccc(C(=O)COC(=O)[C@H](C)Nc2ccc(C(F)(F)F)cc2[N+](=O)[O-])c(OC)c1 | -18 | 0.38 | x | -26[20 µM] | 5 | -74 | 3 | -12 | 2.0
O=c1c2ccccc2[nH]c(=S)n1CCCN1CCN(C2CCCCC2)CC1 | 0 | 2.3 | 2 | -8[20 µM] | 4 | -8 | 4 | 12 | -0.4
O=C(NCc1ccc2c(c1)OCO2)c1ccccc1 | -12 | 0.66 | 2 | -21 | -4 | 2 | -9 | 4 | 1.1
O=C(Cn1ccsc1=NC(=O)c1ccco1)c1ccccc1 | 0 | -0.68 | -4 | 5 | 5 | 5 | 1 | 20 | -0.5
O=C(COC(=O)C1c2ccccc2Oc2ccccc21)Nc1ccc2c(c1)OCO2 | -2 | -0.24 | -6 | -11 | -8 | -30 | -3 | 3 | 0.7
COc1ccc(C(=O)N2CCSC2=S)cc1OC | 5 | -2.1 | -2 | -22[20 µM] | 28 | 6 | 6 | 15 | -0.8
COC(=O)c1c(NC(=O)CSc2nncs2)sc2c1CCCCC2 | 5 | 0.27 | -1 | 3 | 1 | -11 | 6 | 17 | -0.5
CCOC(=O)C1(CC2CC2)CCN(Cc2ccc(C(=O)OC)cc2)CC1 | -7 | 0.59 | 2 | -16 | -3 | 10 | -2 | 4 | 0.2
Cn1c(=O)c2c(nc(CN3CCN(C(=O)c4ccco4)CC3)n2CCCc2ccccc2)n(C)c1=O | -5 | -0.055 | x | -15 | -1 | -13 | -3 | 4 | -0.5
O=C(COC(=O)c1cccs1)NC12CC3CC(CC(C3)C1)C2 | -1 | -0.18 | -1 | -17 | 1 | 13 | -3 | 9 | 1.2
Cc1ccc(/C=C2/NC(=O)N(Cc3ccccc3F)C2=O)s1 | 0 | -0.38 | -122 | -25 | 4 | 14 | -8 | -2 | 0.3
O=C(/C=C/c1ccc(Br)cc1)NC(=S)N1CCOCC1 | -4 | 8.7* | 5 | -29 | 5 | -20 | 0 | 9 | -0.9
O=c1c(Cl)c(NS(=O)(=O)c2ccccc2)cnn1-c1ccccc1 | -3 | 1.1 | -4 | -12 | -1 | -12 | -2 | 7 | 0.2
CCOCc1nnc(NC(=O)c2ccc(OC)cc2)s1 | -1 | -0.019 | 4 | -30[20 µM] | 6 | -2 | 9 | 18 | 1.0
Cc1ccc(CSc2nnc(-c3cccc(S(=O)(=O)N4CCOCC4)c3)n2C2CCCC2)cc1 | -8 | -0.33 | 2 | 6 | -15 | 1 | 8 | 7 | 0.4
COc1cc(O)c(C(CC(=O)N2CCCC2)c2ccc3c(c2)OCO3)c(OC)c1 (centres undefined) | 3 | 2.2 | 11 | 0 | 6 | 6 | 5 | 15 | x
CCCCc1sc(-c2c(C#N)c(N)nc3c2CCCCC3)cc1[N+](=O)[O-] | 1 | 0.022 | -2 | -9[20 µM] | -20 | 18 | 4 | 3 | 0.6
CC(=O)Oc1ccc(C(=O)[C@H]2[C@H]3C(=O)N(c4ccc(C)cc4)C(=O)[C@H]3[C@@H]3C=CC=NN32)cc1 | 2 | -0.2 | -49 | 6 | -15 | -1 | 8 | 12 | 0.0
O=C(CC12CC3CC(CC(C3)C1)C2)N1CCN(S(=O)(=O)c2cccs2)CC1 | 0 | -0.35 | x | -10 | -6 | 17 | 7 | 8 | -0.3
Cc1ccnc(N(C(=O)Nc2ccccc2)C2=NCC(C)(C)S2)c1 | 0 | 0.1 | 3 | -24 | 5 | -4 | 4 | 9 | -0.6
NC(N)=NS(=O)(=O)c1ccc(N=C2C(=O)Nc3ccccc32)cc1 | -6 | -0.14 | -12 | -8 | 0 | -15 | -1 | 1 | 0.4
COc1cc2c3nnc(-c4ccc(F)cc4)c-3cn(Cc3ccc(C)cc3)c2cc1OC | 3 | x | -8 | -61 | -2 | -122 | -3 | 2 | -0.8
O=S(=O)(NCc1ccccc1Cl)c1cccs1 | 0 | 0.18 | 17 | -20 | -4 | -22 | -2 | 8 | 1.0
COC(=O)CSc1nnc(-c2cccnc2)n1C | -3 | 1.8 | x | -22 | 0 | -9 | -1 | 4 | 0.5
Cc1cc(O)c(/C=N/Nc2ccccc2)c(=O)o1 | -5 | x | 2 | -16[20 µM] | -14 | -31 | 0 | 10 | 0.8
Cc1ccc2cc(CCNC(=O)c3c(-c4ccccc4Cl)noc3C)c(=O)[nH]c2c1 | -10 | -2.1 | 3 | -24 | -23 | 7 | -6 | 2 | -0.8
Cc1cc(C(=O)NCCC2=CCCCC2)ccc1[N+](=O)[O-] | -3 | -1.7 | 0 | -16 | 5 | 16 | 1 | 10 | 1.1
O=C(Nc1nnc(-c2cccnc2)s1)c1cccs1 | 13 | 0.84 | -1 | -14 | 9 | 19 | 30 | 19 | 0.7
COc1ccccc1-c1ccc(SCC(=O)N2CCOCC2)nn1 | 9 | -0.35 | 1 | -16 | -2 | 0 | -2 | 9 | -0.2
Cc1cc(Br)cc(Cl)c1OCC(=O)NC(=O)NCc1ccccc1 | -12 | 0.26 | 10 | -17 | -8 | 14 | -2 | 10 | 0.4

Random excerpt: 3 compounds from above, in no set order.
SMILES | Thrombin inh | Cl transport mod | Rad51 HR inh | Furin inhibitor | KLK5 inh | Calpain2 inh | FXIa inh 1536 | FXIIa inh | PERK inh
O=S(=O)(NCc1ccccc1Cl)c1cccs1 | 0 | 0.18 | 17 | -20 | -4 | -22 | -2 | 8 | 1.0
Cc1ccnc(N(C(=O)Nc2ccccc2)C2=NCC(C)(C)S2)c1 | 0 | 0.1 | 3 | -24 | 5 | -4 | 4 | 9 | -0.6
Cc1ccc2cc(CCNC(=O)c3c(-c4ccccc4Cl)noc3C)c(=O)[nH]c2c1 | -10 | -2.1 | 3 | -24 | -23 | 7 | -6 | 2 | -0.8

An excerpt; count on the stated rates, not on these rows.
